High-throughput results deposited in PubChem BioAssay by several laboratories.
TROY signal inh = TROY signaling inhibition; inhibition, % at 10 µM; 360,000 compounds, 0.98% hits; Q293 LMP1-TROYcd NF-kB luciferase reporter, 4 h;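 active means compounds whose plate-normalised and pattern-corrected inhibition of the luciferase reporter signal at the single screening dose is 50% or more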
NR2E3 ag-1 = agonists of human nuclear receptor NR2E3 | Q9Y5X4 | GST-NR2E3/biotin-RetCOR TR-FRET, 1536-well | inhibition of corepressor binding, % at 4.78 µM | 320,000 compounds, 0.12% hits | AID 2300;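 active means percent inhibition above the cutoff of mean plus 3 SD of all tested compounds, set per screening campaign, cut at about 20% in these data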;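 further: 0% = DMSO wells and 100% = biotin wells as full block of FRET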
Target sequence (Q9Y5X4 whole entry, looked up): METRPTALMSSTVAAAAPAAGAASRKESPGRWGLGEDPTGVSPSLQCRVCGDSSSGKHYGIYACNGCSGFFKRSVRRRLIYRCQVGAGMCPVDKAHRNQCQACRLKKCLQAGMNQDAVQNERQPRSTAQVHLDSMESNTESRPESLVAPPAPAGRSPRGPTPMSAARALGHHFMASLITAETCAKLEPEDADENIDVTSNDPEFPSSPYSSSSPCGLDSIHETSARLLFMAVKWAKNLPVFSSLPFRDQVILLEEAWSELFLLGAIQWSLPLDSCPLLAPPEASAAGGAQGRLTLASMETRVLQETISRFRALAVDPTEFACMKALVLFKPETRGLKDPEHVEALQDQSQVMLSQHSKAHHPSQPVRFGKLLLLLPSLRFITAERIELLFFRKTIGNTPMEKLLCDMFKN
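Material: NR2E3–RetCOR corepressor complex | Quantity: 1.35 nM GST-tagged NR2E3 final | Schedule: 5 h at 4 °C | Replication: Singlicate compound wells | Reagent: RetCOR corepressor, biotinylated, 7 nM | Controls: Biotin wells as high control, 0.6% DMSO wells as low control | Signal: TR-FRET, Eu(K)-anti-GST donor, streptavidin-D2 acceptor, ex 340, em 617/671 nm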
Shn3 inh set2 = inhibitors of Schnurri-3 3'UTR reporter in osteoblasts | 360,000 compounds, 0.52% hits | AID 588674 | Clone20 osteoblast Shn3 3'UTR firefly luciferase, 24 h | inhibition, % at 12.5 µM;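 active means mean inhibition of at least 75% with every replicate also reaching 75%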;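 further: 0% = median of neutral control wells and 100% = pilot-screen positive control compound; some compounds past the cut are filed as inactive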
TRAIL sens C8 = caspase-8 TRAIL sensitization. NB7+C8 cells + TRAIL, ATPlite viability luminescence. inhibition (viability loss, TRAIL sensitization), % at 10 µM. 360,000 compounds, 1% hits;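 active means compounds causing at least 50% loss of cell viability in the single-dose screen, relative to plate controls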
HIF-2a inh = HIF-2a inhibition. 360,000 compounds, 0.72% hits. inhibition, % at 18.8 µM. 786-0 RCC cells HIF-2a reporter, luciferase luminescence, overnight;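 active means inhibition of the luminescence signal of 40% or more relative to plate controls, in a single-dose primary screen at 18.75 µM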
KKLEB tox = reduces viability of KKLEB cystic fibrosis airway cells; KKLEB CF airway cells viability, ATPlite luminescence, overnight; active compounds read low; cells stimulated with P. aeruginosa culture filtrate; 360,000 compounds, 0.36% hits; activity change (cytotoxicity), % at 5 µM;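 active means corrected activity change at or below -50% at 5 µM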
NR2E3 ag-2 = human photoreceptor-specific nuclear receptor agonism. 360,000 compounds, 0.35% hits. Q9Y5X4. inhibition of corepressor binding, % at 3.98 µM. AID 602229. CHO-S Gal4-NCOR/VP16-NR2E3 two-hybrid, luciferase;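 active means inhibition above the mean of all tested compounds plus 3 SD, cut at about 70% in these data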;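 further: 0% = DMSO with NR2E3 transfected cells and 100% = cells lacking NR2E3 construct; higher means lower luciferase signal from less NR2E3 corepressor binding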
TWEAK Fn14 block = blocks TWEAK-Fn14 interaction in a reporter cell assay; TWEAK-stimulated Fn14 reporter cells, luciferase luminescence, 8 h; inhibition, % at 10 µM; 360,000 compounds, 2% hits; AID 1159606; in the data active means inhibition above about 50%
TRPM1 prom inh = MITF TRPM1 promoter inhibition in SK-MEL-5 cells; AID 488899; SK-MEL-5 TRPM1 promoter luciferase, 24 h; inhibition, % at 12.5 µM; 330,000 compounds, 0.83% hits;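 active means mean inhibition across replicates of 60% or more, whatever share of single replicates reaches that level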; further: values of inactives mirror those of a sister screen read the other way
Peg3 promoter = inhibitors of Peg3 promoter. HeLa PEG-Prom luciferase reporter, luminescence, overnight. 360,000 compounds, 1.7% hits. inhibition, % at 20 µM;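 active means inhibition of at least 50% at 20 µM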
CF NFkB inh = cystic fibrosis NF-kB activation inhibition; 360,000 compounds, 0.86% hits; inhibition, % at 5 µM; KKLEB NF-kB-GFP reporter, PAF-induced, GFP fluorescence overnight;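 active means at least 50% inhibition at 5 µM, scaled per plate between neutral and stimulator controls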;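 further: PAF is a Pseudomonas aeruginosa culture filtrate used as stimulus; plate controls were PAF-stimulated DMSO wells for no effect and unstimulated DMSO wells for full effect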
The depositor's hits bear a star; · = not tested or not shown. A portion of the library, so the mix of outcomes need not match the whole.

SMILES	TROY signal inh	NR2E3 ag-1	Shn3 inh set2	TRAIL sens C8	HIF-2a inh	KKLEB tox	NR2E3 ag-2	TWEAK Fn14 block	TRPM1 prom inh	Peg3 promoter	CF NFkB inh
O=C(CSc1nnc(CNC(=O)c2ccccc2F)o1)NCc1ccccc1	-10.0	1.1	-2.4	-1.9	9.3	-6.7	-24.3	-13.6	-2.9	-1.7	19.1
COc1ccccc1N(CC(O)CN1C(=O)NC(C)(C)C1=O)S(=O)(=O)c1ccc(C)cc1 (stereo unspecified)	-12.4	-2.6	-8.2	0.5	10.6	10.7	-47.7	12.0	-6.5	-7.5	-2.6
O=C(NNc1c2ccccc2nc2ccccc12)c1cc2ccccc2cc1O	10.5	-2.1	-11.5	11.6	-31.0	-17.5	3.7	37.9	-27.1	74.7*	-63.3
COC(=O)Nc1ccc(=O)n(Cc2c(Cl)cccc2Cl)c1	-12.4	0.7	-19.8	11.9	16.7	-6.6	-19.1	-7.7	3.0	30.3	-3.8
Cn1c(N)c(C(=O)COC(=O)CCC(=O)c2ccc(F)cc2)c(=O)n(C)c1=O	9.2	2.4	12.7	8.2	9.8	-15.2	8.5	-4.1	11.8	0.9	-7.1
Cc1cnc(NC(=O)C2COc3ccccc3O2)s1 (stereo unspecified)	59.9*	0.8	33.8	19.3	-1.5	-3.6	-165.2	95.3*	33.9	14.6	14.3
Cc1c(NC(=O)CC(C)C)c(=O)n(-c2ccccc2)n1C	-1.5	-0.7	-1.3	-7.3	6.3	11.4	7.7	2.9	-1.2	3.7	-2.7
Cc1nn(C)c(Cl)c1CN1CCN(C2CCCCC2)C(CCO)C1 (stereo unspecified)	-8.8	4.1	-6.9	-1.3	14.1	1.6	7.4	8.3	11.9	7.7	4.4
COc1cc(/C=N/NC(=O)c2ccc3c(c2)OCCO3)cc(Br)c1O	-50.5	0.0	-13.0	33.5	-104.0	-7.5	-70.9	-5.4	-19.9	-74.7	20.9
Cc1cc2nccc(-c3ccc(F)cc3)n2n1	-2.4	2.1	-12.6	-5.4	18.6	2.0	-14.4	19.3	7.2	14.5	19.3

A stretch from further up, for reference:
SMILES	TROY signal inh	NR2E3 ag-1	Shn3 inh set2	TRAIL sens C8	HIF-2a inh	KKLEB tox	NR2E3 ag-2	TWEAK Fn14 block	TRPM1 prom inh	Peg3 promoter	CF NFkB inh
COc1cc(/C=N/NC(=O)c2ccc3c(c2)OCCO3)cc(Br)c1O	-50.5	0.0	-13.0	33.5	-104.0	-7.5	-70.9	-5.4	-19.9	-74.7	20.9
Cc1cc2nccc(-c3ccc(F)cc3)n2n1	-2.4	2.1	-12.6	-5.4	18.6	2.0	-14.4	19.3	7.2	14.5	19.3

More results follow.
SMILES	TROY signal inh	NR2E3 ag-1	Shn3 inh set2	TRAIL sens C8	HIF-2a inh	KKLEB tox	NR2E3 ag-2	TWEAK Fn14 block	TRPM1 prom inh	Peg3 promoter	CF NFkB inh
COC(=O)C/C=C/N(Cc1ccccc1OC)S(=O)(=O)CCl	3.4	·	0.2	0.0	10.9	4.0	-1.3	-13.9	5.1	1.3	-6.7
COc1ccc(N2CCCn3c2nc2c3c(=O)n(Cc3ccc(F)cc3)c(=O)n2C)c(OC)c1	-20.9	·	21.2	-0.5	-0.6	-3.2	-21.3	2.1	13.2	-1.2	-16.4
Cc1ccc(C(=O)NCCc2nnc3ccc(SCC(=O)Nc4ccccc4F)nn23)cc1	-12.1	4.5	13.0	1.7	24.8	-7.4	1.2	1.0	5.2	8.4	-8.2
C[C@@H]1Cn2cnc(C(=O)Nc3ccccc3)c2C(=O)N1	1.1	·	-10.0	7.7	-15.4	14.2	8.9	-9.6	·	-20.4	6.5
O=C(c1cccs1)N1CCN(CCc2ccccc2)CC1	-0.6	-0.5	-5.3	7.7	3.9	2.2	1.1	1.6	-0.7	3.2	-0.1
Cc1cc(=O)n2[nH]c(COc3ccccc3)nc2n1	4.3	-0.8	-10.4	-15.2	6.0	7.6	11.4	9.0	6.2	13.8	-5.5
COCCNC(=O)CNS(=O)(=O)c1ccc2nc(C)sc2c1	4.1	-0.4	-21.1	10.5	18.3	-2.8	1.8	6.3	0.3	12.8	-0.5
Cc1ccc(/C=N/n2c(-c3ccccn3)n[nH]c2=S)o1	-21.9	0.9	15.5	6.2	8.5	-1.5	-8.4	-4.5	-17.5	6.6	7.0
COc1ccc([C@H]2CC(=O)C[C@@H](CCn3cc(-c4ccccn4)nn3)O2)cc1	3.8	·	·	-26.3	1.5	·	2.4	-2.1	·	·	·
CCc1c(C)nc2ncnn2c1NCCc1ccc(OC)cc1	25.1	-0.7	77.5	23.3	8.1	-4.4	84.2*	15.1	44.4	30.3	3.0
CC(=O)c1ccc(OCC(=O)N(C2CCCCC2)C2CCS(=O)(=O)C2)cc1 (stereo unspecified)	5.1	-1.2	-12.7	-2.5	21.3	20.2	-10.1	-20.0	-2.3	-6.2	-5.0
CCOc1ccc(C(=O)Nc2nc3ccccc3[nH]2)cc1OCC	-11.6	-0.6	65.4	2.2	-193.7	12.1	-45.6	22.2	-20.8	-137.3	2.0
CC(NC(=O)CCNC(=O)N1CCn2c1nc1ccccc12)c1ccccc1 (stereo unspecified)	15.3	-0.2	-16.3	-2.6	-5.6	11.1	1.2	-5.8	-2.8	2.4	-3.4
COc1ccc(-c2nn(CCC#N)cc2/C=N/O)cc1	12.4	1.1	-13.2	-11.4	11.8	-9.5	-9.7	-78.1	-22.1	3.6	-30.2
O=C(NCCC1=CCCCC1)C1CCN(S(=O)(=O)c2ccccc2)CC1	0.1	4.6	6.2	1.9	6.6	-7.7	5.9	-21.7	3.1	1.7	5.6
Cc1[nH]n(-c2ccccc2)c(=O)c1C=NCCc1ccccc1	-8.0	-4.9	-14.2	0.4	-74.4	8.5	-29.8	-8.8	-20.7	-44.7	1.0
O=C(NC1CCCCCC1)c1cccs1	-34.0	-1.4	-15.6	-9.5	-165.7	-11.4	-46.3	-18.8	-26.0	-82.7	-7.0
CC(=O)CCc1ccc2oc(C(=O)O)c(C)c2c1	4.4	1.1	-4.1	-2.7	10.3	15.1	-16.4	12.2	-2.4	13.8	-28.2
COc1ccc2oc(C(=O)N3CCN(S(=O)(=O)c4cccc([N+](=O)[O-])c4)CC3)c(C)c2c1	19.0	-0.2	12.7	8.5	2.8	-0.4	-19.8	8.4	1.2	15.8	13.6
CC(C)C(NS(=O)(=O)c1cccs1)C(=O)N1CCc2ccccc2C1 (stereo unspecified)	6.5	0.2	-4.3	-2.9	11.1	6.9	6.6	7.4	4.6	15.9	-9.2
O=C(COC(=O)CNS(=O)(=O)c1cccc(F)c1)NCCc1ccccc1	3.4	·	7.0	-25.4	6.3	-17.2	-14.9	15.5	-2.7	13.4	30.7
C=CCn1c(-c2cccc(OC)c2)n[nH]c1=S	3.3	-0.3	-22.2	2.0	22.4	7.5	-4.8	12.5	2.7	26.9	-13.2
CCc1ccc(C(=O)Nc2nc(C)cs2)s1	14.2	-1.0	-16.5	36.2	55.8*	-2.4	-171.9	62.8*	10.1	-107.8	-5.8
CN1C(=O)C(C)(C)N(C(=O)c2cccc([N+](=O)[O-])c2)c2ccccc21	-15.2	-0.9	-4.6	-7.7	18.6	-4.4	-23.3	-5.4	8.8	-1.7	17.3
CCCc1nc2oc3c(NCCOCCO)ncnc3c2c2c1COC(C)(C)C2	-9.8	1.7	15.1	2.1	15.6	-18.4	8.5	19.9	-1.5	5.6	24.9
COc1ccc(-c2nnc(SCC3CCCO3)n2C)cc1 (stereo unspecified)	-52.4	3.4	10.7	-8.6	-48.3	-1.3	-11.3	-13.7	-8.7	-18.6	2.3
CCOC(=O)C1=NN(c2ccccc2)C(c2ccccc2)CC1=O (stereo unspecified)	-13.7	-3.1	-17.9	-17.5	-2.7	7.0	-10.3	22.8	-4.0	13.0	-5.4
NC(=O)c1ccsc1NC(=O)COC(=O)c1ccc([N+](=O)[O-])o1	4.2	0.1	2.2	-23.2	-0.5	24.5	-22.2	8.7	29.0	15.7	-16.7
Cc1cc(NC(=O)C2CC(c3cccc(Br)c3)=NO2)no1 (stereo unspecified)	24.3	0.8	-17.3	2.4	-22.8	6.9	11.6	-4.2	3.1	-9.5	6.8
O=C(Nc1ccc(N2CCN(Cc3ccccc3Cl)CC2)cc1)c1cccnc1	36.0	2.7	47.3	-19.2	-24.4	-0.8	5.8	1.3	-10.9	4.8	6.9
C/C(=N/NC(=O)c1cccs1)c1ccc(NC(=O)COc2ccc(Cl)cc2Cl)cc1	-30.5	-2.2	24.2	30.6	-25.8	-9.5	-82.4	-107.8	17.2	26.4	1.4
CN(C)N1C(=O)CC(N2CCCCC2)C1=O (stereo unspecified)	3.2	1.6	-0.4	-0.3	15.3	34.3	-13.4	-7.2	6.2	9.0	-1.4
C[C@H]1Cn2cnc(C(=O)Nc3cccc(Cl)c3)c2C(=O)N1	52.3*	·	10.8	-4.4	-6.4	14.0	-27.7	70.8*	·	38.6	61.9*
CC(Sc1nnc(C2CC2)n1C1CC1)C(=O)Nc1cccc(S(=O)(=O)N2CCOCC2)c1 (stereo unspecified)	-2.7	-0.6	3.9	-7.3	5.0	-9.0	6.4	5.1	-1.3	-0.5	-14.9
COc1ccc(Cc2nn3c(-c4ccccc4Br)nnc3s2)cc1	3.0	-0.9	22.7	-0.5	-31.5	-8.5	26.9	-50.9	-3.1	-4.6	52.8*
Cc1nn(C)cc1CN1CCC(CO)(CCOc2ccccc2)CC1	22.7	-3.8	0.0	-0.6	2.7	11.0	-2.2	3.0	-11.7	12.8	-11.9
COc1ccc(NC2CCCN(C(=O)C3(C)CCCCC3)C2)cc1 (stereo unspecified)	-18.8	-1.3	-31.5	-8.9	4.2	10.2	3.9	-5.0	0.2	4.4	0.8
Cc1ccc(NC(=O)COC(=O)c2cc(=O)c3ccccc3o2)cc1F	7.6	2.9	-23.4	-15.5	-4.3	11.9	-9.2	-8.8	-3.4	-11.8	-1.4
NC(=O)C1(NC(=O)[C@@H]2CC3(CC(c4cccc(NC(=O)c5cc([N+](=O)[O-])cc([N+](=O)[O-])c5)c4)=NO3)CN2C(=O)c2ccccc2)CC1 (stereo partly specified)	4.5	1.3	0.2	-1.4	7.2	-5.9	1.4	-16.4	4.5	-11.3	3.8
CCOC(=O)C1=C(C)NC(C)=C(C(=O)OCC)C1/C=C/c1ccccc1	1.4	3.5	-10.8	0.9	9.9	0.1	-8.4	-9.2	5.0	5.1	-13.3
Cc1ccc(CSCc2ccc(C(=O)NCC3CCCO3)o2)cc1 (stereo unspecified)	-3.0	0.3	-7.9	-4.3	17.1	3.8	-22.4	1.7	5.9	8.6	10.7
Cc1cc(N)n(-c2nc3ccccc3s2)n1	-78.0	-3.6	-69.5	48.5	-278.7	-7.1	-104.1	-12.9	-33.9	-192.6	-18.2
CN1CCC(=O)N(CCOc2ccccc2)CC1	-11.7	0.1	-9.6	-1.5	0.7	6.0	3.1	6.1	-8.2	-2.6	-13.9
